High-throughput results from PubChem.
NOD2 RIPK2 PPI: NOD2-RIPK2 binding disruptors in cells, primary screen, fluorescence, CHO cells, BLA complementation; Receptor-interacting serine/threonine-protein kinase 2 (Homo sapiens), O43353; CCF4 ratio; inhibition, % at 4.98 µM; hit rate 0.38% among 360,000; in the data active = inhibition above about 21%;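 note: 0% = vehicle only and 100% = reference blocker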
SRC2 inh: inhibition of GAL4-SRC2 driven luciferase reporter, primary screen, SRC2 inhibitor project, cell-based, luminescence. AID 651957, 2012. inhibition, % at 9 µM. Nuclear receptor coactivator 2 (Homo sapiens), Q15596. HEK293 GAL4-SRC2 luciferase reporter. hit rate 0.17% among 370,000;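 active = inhibition above the mean inhibition of all tested compounds plus 3 SD, set per campaign, cut at about 52% in these data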;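 note: 0% = DMSO treated cells and 100% = cells given Gossypol at 36 µM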
SRC1 inh: SRC1 coactivator transcriptional activity inhibitors, primary screen, cell-based, luminescence; HEK293 GAL4-SRC1 luciferase reporter; inhibition, % at 3.6 µM; Nuclear receptor coactivator 1 (Homo sapiens), Q15788; hit rate 0.12% among 360,000;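 active = inhibition above the campaign mean plus 3 SD, with each screening campaign given its own cutoff, cut at about 60% in these data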;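 note: 0% = DMSO treated cells and 100% = gossypol at 36 µM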
TRAIL sens C8: viability loss with TRAIL in NB7+C8 cells, primary screen, TRAIL sensitizer project, cell-based, ATPlite luminescence; inhibition (viability loss, TRAIL sensitization), % at 10 µM; hit rate 1% among 360,000; AID 624354, 2012;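 active = compounds causing at least 50% loss of cell viability in the single-dose screen, relative to plate controls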
SRC3 inh: SRC3 coactivator transcriptional activity inhibitors, primary screen, cell-based, luminescence. Nuclear receptor coactivator 3 (Homo sapiens), Q9Y6Q9. HEK293 GAL4-SRC3 luciferase reporter. inhibition, % at 3.6 µM. hit rate 0.17% among 360,000. AID 588352, 2011;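 active = inhibition above a per-campaign cutoff, the mean of all compounds plus 3 SD, cut at about 60% in these data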;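 note: 0% = DMSO-treated cells and 100% = gossypol-treated cells at 36 µM; higher means less SRC3-driven luciferase light from the GAL4 reporter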
Target sequence (Q9Y6Q9 whole entry, looked up, the tested form may be a part): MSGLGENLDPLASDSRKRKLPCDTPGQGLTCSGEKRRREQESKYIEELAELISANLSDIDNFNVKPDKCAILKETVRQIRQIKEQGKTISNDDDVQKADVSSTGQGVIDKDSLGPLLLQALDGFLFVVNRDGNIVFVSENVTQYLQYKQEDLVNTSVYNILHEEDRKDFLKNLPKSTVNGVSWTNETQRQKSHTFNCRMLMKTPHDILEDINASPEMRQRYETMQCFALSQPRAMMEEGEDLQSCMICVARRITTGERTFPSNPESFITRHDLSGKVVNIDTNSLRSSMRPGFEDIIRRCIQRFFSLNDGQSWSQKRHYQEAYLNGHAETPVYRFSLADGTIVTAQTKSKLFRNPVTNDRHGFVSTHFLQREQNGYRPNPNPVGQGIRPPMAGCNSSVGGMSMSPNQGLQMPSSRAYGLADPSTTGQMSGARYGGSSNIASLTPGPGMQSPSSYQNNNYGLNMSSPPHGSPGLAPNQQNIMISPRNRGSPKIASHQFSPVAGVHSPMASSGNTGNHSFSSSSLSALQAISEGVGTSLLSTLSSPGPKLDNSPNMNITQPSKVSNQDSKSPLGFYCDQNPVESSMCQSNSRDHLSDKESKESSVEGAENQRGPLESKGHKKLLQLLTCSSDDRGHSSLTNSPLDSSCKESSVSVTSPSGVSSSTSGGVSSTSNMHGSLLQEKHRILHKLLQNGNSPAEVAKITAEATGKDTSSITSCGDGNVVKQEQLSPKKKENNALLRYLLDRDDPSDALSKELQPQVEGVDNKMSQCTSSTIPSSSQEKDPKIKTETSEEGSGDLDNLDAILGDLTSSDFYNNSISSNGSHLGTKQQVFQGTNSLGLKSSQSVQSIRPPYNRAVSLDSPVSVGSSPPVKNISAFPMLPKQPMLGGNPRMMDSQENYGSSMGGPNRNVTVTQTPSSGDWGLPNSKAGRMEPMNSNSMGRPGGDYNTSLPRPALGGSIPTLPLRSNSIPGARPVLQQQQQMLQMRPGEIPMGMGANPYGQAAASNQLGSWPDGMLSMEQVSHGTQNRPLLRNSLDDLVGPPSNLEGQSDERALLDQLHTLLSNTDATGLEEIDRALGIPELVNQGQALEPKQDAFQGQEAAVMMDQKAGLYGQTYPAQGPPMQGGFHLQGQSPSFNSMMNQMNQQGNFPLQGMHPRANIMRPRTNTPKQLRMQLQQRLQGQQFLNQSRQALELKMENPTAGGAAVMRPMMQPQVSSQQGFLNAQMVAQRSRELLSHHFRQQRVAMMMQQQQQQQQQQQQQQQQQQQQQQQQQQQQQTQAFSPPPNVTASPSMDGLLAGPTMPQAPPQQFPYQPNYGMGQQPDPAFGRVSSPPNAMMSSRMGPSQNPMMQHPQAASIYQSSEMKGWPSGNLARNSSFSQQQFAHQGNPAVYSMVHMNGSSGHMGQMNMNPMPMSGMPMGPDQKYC
NR5A2 inv ag: LRH-1 (NR5A2) inverse agonists, primary screen, cell-based, luminescence, HEK293T, StAR-luciferase reporter; Nuclear receptor subfamily 5 group A member 2 (Homo sapiens), O00482; LRH-1 transfected, 24 h; inhibition, % at 3.6 µM; hit rate 0.13% among 360,000; AID 602396, 2012;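 active = inhibition above the mean inhibition of all tested compounds plus 3 SD, cut at about 73% in these data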;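 note: 0% = DMSO wells and 100% = reporter-only cells lacking LRH-1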
TLR9-MyD88 block: inhibitors of TLR9-MyD88 association in cells, primary screen, cell-based, CHO, BLA complementation, fluorescence; Toll-like receptor 9 (Homo sapiens) + Myeloid differentiation primary response protein …; CCF4 FRET ratio; inhibition, % at 4.98 µM; hit rate 0.21% among 340,000; AID 504734, 2011;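 active = inhibition above the mean over all tested compounds plus 3 SD, cut at about 21% in these data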;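 note: 0% = DMSO only wells and 100% = clavulanate BLA inhibitor control wells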
NR2F2 inh: NR2F2 transcriptional activity inhibitors, primary screen, cell-based, luciferase reporter, HEK293T, luminescence; AID 686940, 2013; COUP transcription factor 2 (Homo sapiens), P24468; inhibition, % at 8.6 µM; HEK293T NGFI-A luciferase reporter; hit rate 0.7% among 370,000;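 active = inhibition above a per-plate cutoff, mean inhibition of test wells between control levels plus 3 SD, cut at about 38% in these data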;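 note: cells cotransfected with COUP-TFII expression vector driving the NGFI-A reporter; 0% = median of COUP-TF2 test wells and 100% = reporter-only cells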
LMP1 NFkB inh: EBV LMP1-driven NF-kappaB luciferase reporter inhibitors, primary screen, cell-based, luminescence, single point; inhibition, % at 12.5 µM; hit rate 0.69% among 350,000; AID 504558, 2011; LMP1-induced NF-kappaB luciferase reporter cells; in the data active = inhibition above about 41%;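 note: 0% = neutral control wells and 100% = reference inhibitor control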
TWEAK Fn14 block: inhibitors of TWEAK-Fn14 signaling, primary screen, luciferase reporter cells, uHTS | hit rate 2% among 360,000 | inhibition, % at 10 µM | TWEAK-stimulated Fn14 reporter cells, luciferase luminescence, 8 h | AID 1159606, 2016; in the data active = inhibition above about 50%
TROY signal inh: inhibitors of TROY-driven NF-kB signaling, primary screen, Q293 LMP1-TROYcd cells, NF-kB luciferase, uHTS; Q293 LMP1-TROYcd NF-kB luciferase reporter, 4 h; inhibition, % at 10 µM; hit rate 0.98% among 360,000; AID 1347056, 2019;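 active = compounds whose plate-normalised and pattern-corrected inhibition of the luciferase reporter signal at the single screening dose is 50% or more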
* = called active by the depositor; . = not tested or not shown. Not all compounds are listed, so the mix of outcomes need not match the whole.

SMILES,NOD2 RIPK2 PPI,SRC2 inh,SRC1 inh,TRAIL sens C8,SRC3 inh,NR5A2 inv ag,TLR9-MyD88 block,NR2F2 inh,LMP1 NFkB inh,TWEAK Fn14 block,TROY signal inh
CC(=O)N1CCc2cc(S(=O)(=O)CCC(=O)N3CCN(c4ccccc4)CC3)ccc21,-11,13,-5,-15,22,18,0,-7,-4,17,0
Nc1nc(SCc2nnc(SCC(=O)O)n2-c2ccccc2)nc2sc3c(c12)CCCC3,-7,15,11,12,3,4,6,-6,2,1,3
COc1ccc(C)cc1N(CC(=O)NCCSCc1cccc(Cl)c1)S(C)(=O)=O,7,18,9,5,6,-5,-9,27,-4,4,22
Cc1ccc(C(=O)Oc2cccc(NC(=O)c3ccco3)c2)cc1S(=O)(=O)N1CCC(C)CC1,-1,-22,0,12,-26,-6,10,-5,-2,-7,1
c1ccc(Oc2nc(-c3cccnc3)nc3ccccc23)cc1,-12,-15,9,0,15,53,0,1,-11,3,0
O=C(NC(=S)Nc1ccccc1Br)c1ccc2c(c1)OCO2,5,-61,-103,-1,-66,-114,-4,-36,-17,-9,-51
Cc1ccc(NC2CCCN(C(=O)c3cnsn3)C2)cc1C (stereo not drawn),-4,14,-12,15,-19,-17,-7,13,-5,-5,-25
COc1ccc(S(=O)(=O)C(C#N)c2nc3ccccc3nc2N2CCCC(C)C2)cc1 (stereo not drawn),-12,-14,-20,-3,-7,0,7,-5,5,-1,-14
CN(C)C(=O)Nc1ccc(F)cc1F,3,8,-4,2,18,-3,0,0,-5,-4,-19
N#Cc1ccc(C23CC4(C2)[C@H](CN(Cc2ccc(C(F)(F)F)cc2)[C@@H]4c2ccccc2)C3c2ccccc2)cc1 (stereo partly drawn),3,-27,11,8,0,4,-1,-3,3,2,-8
Cc1ccc(-n2cccc2C(=S)N=P(N(C)C)(N(C)C)N(C)C)cc1,-12,-19,17,-9,17,26,-15,5,0,16,24
O=C(Nc1ccc(N2CCOCC2)cc1)c1csc([C@@H]2C[C@H](O)[C@@H](CO)O2)n1,10,-16,-19,32,-27,-13,.,-4,.,2,6
COc1cc(OC)cc(OC(=O)C2CCN(C(=O)c3ccc(Cl)cc3)CC2)c1,19,-7,5,-3,6,-11,-6,3,2,1,-3
CC(C)n1cc(CN2CCCC(CO)(Cc3cccc(Cl)c3)C2)cn1 (stereo not drawn),-3,-53,15,19,-2,-1,-3,7,-2,12,51*
Cc1ccc(N(C(=O)c2snc(C(N)=O)c2N)C(C(=O)NCC2CCCO2)c2c[nH]c3ccccc23)cc1 (stereo not drawn),5,15,-8,8,-8,-3,-9,-4,-12,8,12
O=C(C1CCCCC1)N1C[C@H](O)[C@@H](n2cc(C3CC3)nn2)C[C@@H]1c1ccccc1,-1,-18,6,-6,15,13,-11,-6,-1,11,9
O=C(CNC(=S)N(CCCN1CCOCC1)Cc1cccs1)NC1CCCCC1,4,7,-5,2,5,9,-3,-2,1,-4,10
Cc1ccc(C(=O)Nc2ccccn2)cc1S(=O)(=O)N1CCOCC1,-5,10,-11,3,15,8,-7,-11,-6,-6,-4
CC1Cc2ccccc2N1C(=O)CSCC(=O)O (stereo not drawn),0,-4,-42,-7,7,2,-5,-2,0,2,6
CC(=O)c1ccc(NC(=O)CSc2nnc(Cn3c(=O)sc4ccccc43)n2C)cc1,-10,-25,11,-7,-17,-1,5,-1,1,13,-8
CC(C)c1cc(C(=O)N/N=C/c2ccco2)n[nH]1,-7,-28,-61,15,-54,-70,-3,-14,-6,10,-33
CCC1CCCCN1S(=O)(=O)c1ccc(NC(=O)C2CCCO2)cc1 (stereo not drawn),-8,-33,-1,3,5,-4,3,0,-8,-18,-3
CN1c2ccsc2/C(=N/Nc2ccccc2)CS1(=O)=O,-5,-49,-75,1,-67,-18,-3,-36,-28,-23,-48
O=C(OCC(=O)N(Cc1ccccc1)Cc1ccccc1)c1ccccc1O,-4,-15,-28,-8,14,-16,-6,-6,-3,-3,-14
O=C(Nc1ccc(F)cc1)C(c1cc2ccccc2o1)N1CCN(c2cccc(C(F)(F)F)n2)CC1 (stereo not drawn),-5,-12,.,7,.,49,.,-22,.,.,.
CC(=O)Nc1ccc(NC(=O)c2ccc(COc3ccc(C)cc3)o2)cc1,2,-24,-38,-3,-20,-43,-4,0,-10,-22,-44
COc1ccc(NC(=S)N(Cc2ccccn2)Cc2ccccc2Cl)cc1,-5,-11,12,-3,19,12,-4,18,-35,35,8
O=C(CN1C(=O)NC2(CCCC2)C1=O)Nc1nc2c(F)cc(F)cc2s1,-3,-4,-8,6,-6,-9,-13,4,-7,4,-30
Cc1ccsc1CNC(=O)C1(C)CCN1C(=O)C(C)C (stereo not drawn),-3,-24,-9,-12,0,-29,.,-23,.,-30,-3
CCCNC(=O)C1(C)CCCN(C(=O)COc2ccc(C(C)(C)C)cc2)C1 (stereo not drawn),17,7,-8,-10,-15,17,.,5,.,8,8
COc1ccc(C(C)NC(=O)C2CCCC2)cc1OC (stereo not drawn),-14,-18,-4,-22,5,3,3,-6,7,16,-2
C=CCOc1ccc(CNCc2cccnc2)cc1OCC,-2,-11,9,-12,-11,1,4,13,-6,15,-16
O=C(c1ccncc1)N1N=C(c2ccc(Cl)cc2)CC1c1ccccc1O (stereo not drawn),-6,-46,-66,-7,-96,-92,-2,-49,-2,-18,-29
CC1Cc2ccccc2N1C(=O)COC(=O)/C=C/c1cccc(F)c1 (stereo not drawn),1,-12,-6,-15,-13,0,-3,1,4,1,0
Cc1ccc(C(=O)C[n+]2cccc3ccccc32)cc1,-5,-19,-18,-4,-5,2,3,-6,4,32,50*
Cc1ccc(-c2noc(CN3CCCCC3)n2)cc1,1,-42,-101,11,-119,-60,-1,-11,-17,3,-63
CC(C)n1cnc2c(NCc3ccccc3)cc(N[C@H](C)CO)cc21,9,.,89*,60*,92*,90*,-2,.,-10,2,7
CN(C(=O)c1ccc(F)cc1)c1ccc(OCC(=O)Nc2ccccc2C(=O)O)cc1,-24,-2,5,-16,-14,-27,-7,-1,9,-8,23
CCCNC1=CC(=O)CC(C)(C)C1,2,19,-9,-4,5,2,4,-9,-1,-3,-17
COc1ccc(S(=O)(=O)CCC(=O)NCCc2ccc(C)cc2)cc1,4,13,4,-6,20,19,-4,7,-4,4,-8
COc1ccc(C(=O)Nc2ccccc2C(=O)NC2CC2)c(OC)c1OC,0,24,0,-6,-12,3,-5,-17,-1,2,2
COc1ccc(-c2[nH]ncc2CNCC(C)(C)N2CCOCC2)cc1F,-6,-18,-20,1,3,-9,-2,6,9,15,-2
COc1ccc2c(c1)C(=O)c1ccccc1CO2,5,-32,-125,5,-65,-91,3,-39,-39,-12,-15
CCOC(=O)C1(CCCc2ccccc2)CCN(CC(O)CO)CC1 (stereo not drawn),4,5,4,-4,15,-10,-14,0,-4,13,23
O=S(=O)(Nc1ccc(N2CCCCC2)cc1)c1cccc2cccnc12,0,3,-2,-5,20,17,11,16,6,3,23
CCN(CC)CCNCc1ccc(-c2ccc(Cl)cc2)o1,-1,-13,-14,8,8,2,4,8,-2,-20,-19
CCOC(=O)c1c(S(=O)(=O)NCC(=O)Nc2ccccc2OC)c(C)n(C)c1C,9,-16,-20,-19,-1,-6,-9,-4,4,0,1
C[C@@H]1CCCCO[C@H](CN(C)Cc2ccccc2)[C@@H](C)CN([C@H](C)CO)C(=O)c2cc(NC(=O)c3ccccc3)ccc2O1,14,9,-17,11,-6,-36,13,-9,-1,-10,-7
Cn1cnc([N+](=O)[O-])c1SCCO,-2,-2,-10,2,13,7,5,6,-2,-5,-28
Cc1ccc(NC(=S)C2=C(O)c3ccccc3N(C)S2(=O)=O)cc1,1,-13,-17,32,-8,4,3,-2,2,-3,-29
CC1(C)CC(=O)C2=C(C1)OC(N)=C(C#N)C21C(=O)N(CN2CCOCC2)c2ccccc21 (stereo not drawn),-6,-14,-26,9,3,-20,-4,16,-11,7,1

Gathered by group, those above containing two or more sulfur atoms.
SMILES,NOD2 RIPK2 PPI,SRC2 inh,SRC1 inh,TRAIL sens C8,SRC3 inh,NR5A2 inv ag,TLR9-MyD88 block,NR2F2 inh,LMP1 NFkB inh,TWEAK Fn14 block,TROY signal inh
Nc1nc(SCc2nnc(SCC(=O)O)n2-c2ccccc2)nc2sc3c(c12)CCCC3,-7,15,11,12,3,4,6,-6,2,1,3
COc1ccc(C)cc1N(CC(=O)NCCSCc1cccc(Cl)c1)S(C)(=O)=O,7,18,9,5,6,-5,-9,27,-4,4,22
O=C(CNC(=S)N(CCCN1CCOCC1)Cc1cccs1)NC1CCCCC1,4,7,-5,2,5,9,-3,-2,1,-4,10
CC(=O)c1ccc(NC(=O)CSc2nnc(Cn3c(=O)sc4ccccc43)n2C)cc1,-10,-25,11,-7,-17,-1,5,-1,1,13,-8
CN1c2ccsc2/C(=N/Nc2ccccc2)CS1(=O)=O,-5,-49,-75,1,-67,-18,-3,-36,-28,-23,-48
Cc1ccc(NC(=S)C2=C(O)c3ccccc3N(C)S2(=O)=O)cc1,1,-13,-17,32,-8,4,3,-2,2,-3,-29

Grouped by structure: those above containing a CF3 group (2)
SMILES,NOD2 RIPK2 PPI,SRC2 inh,SRC1 inh,TRAIL sens C8,SRC3 inh,NR5A2 inv ag,TLR9-MyD88 block,NR2F2 inh,LMP1 NFkB inh,TWEAK Fn14 block,TROY signal inh
N#Cc1ccc(C23CC4(C2)[C@H](CN(Cc2ccc(C(F)(F)F)cc2)[C@@H]4c2ccccc2)C3c2ccccc2)cc1 (stereo partly drawn),3,-27,11,8,0,4,-1,-3,3,2,-8
O=C(Nc1ccc(F)cc1)C(c1cc2ccccc2o1)N1CCN(c2cccc(C(F)(F)F)n2)CC1 (stereo not drawn),-5,-12,.,7,.,49,.,-22,.,.,.
